KOR beta-arrestin-1: KOR antagonists, beta-arrestin recruitment, cell-based, luminescence, uHTS (AID 1778); KOR beta-arrestin recruitment, luminescence, antagonist mode; higher % means a stronger effect; one-dose inhibition, % at 10 µM; IC50 in µM for titrated hits; 290,000 tested, 0.091% active; further: strong numbers were not always called active
GPR55 beta-arrestin: GPR55 agonists via beta-arrestin recruitment, primary screen, imaging, U2OS cells, beta-arrestin-GFP redistribution (AID 1961); U2OS GPR55 beta-arrestin-GFP redistribution imaging; higher % means a stronger effect; activation, % at 10 µM; hits with a dose series show EC50 in µM; 290,000 tested, 0.048% active;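 active means activation above 40% with more than 50 cells counted in the well; inconclusive means wells holding fewer than 50 cells, flagged as toxic or sparse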;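 further: U2OS osteosarcoma cells stably expressing GPR55 and beta-arrestin-GFP; plate controls were DMSO negative control for no effect and LPI positive control for full effect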
KOR beta-arrestin-2: kappa opioid receptor activators – cell-based, luminescence, uHTS, primary screen (AID 1777); 280,000 tested, 0.02% active; activation, % at 10 µM, or EC50 in µM where a hit was titrated; KOR beta-arrestin recruitment, luminescence; higher % means a stronger effect; in the data active means activation above about 50%, passing the limit was not always enough; further: a part of the inactive calls stands beside numbers as strong as those of hits
HEK293 NOD2/NF-kB: NOD2 signaling inhibitors, cell-based, luminescence, uHTS, HEK293 (AID 1566). inhibition, % at 4 µM, or EC50 in µM where a hit was titrated. HEK293 NOD2/NF-kB luciferase reporter, luminescence; higher % means a stronger effect. 290,000 tested, 0.63% active; further: many of its hits are not listed in these tables
NOD1 inhibition: inhibition of NOD1-driven NF-kB reporter – cell-based, luminescence, uHTS, primary screen (AID 1578); NOD1-driven NF-kB luciferase reporter cells, luminescence; higher % means a stronger effect; inhibition, % at 4 µM; hits with a dose series show EC50 in µM; 290,000 tested, 1% active; in the data active means inhibition mostly above about 36%, no sharp cut-off; inactive means mostly below about 34%;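 further: HEK-293T reporter cells stimulated with the NOD1 agonist gamma-tri-DAP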
HIV peptide binding: cell-free HIV fusion peptide-binding blockers – biochemical, uHTS, fluorescence dequenching, primary screen (AID 1986). 290,000 tested, 0.3% active. cell-free peptide binding, fluorescence dequenching, 30 min; higher % means a stronger effect. inhibition, % at 20 µM; hits with a dose series show IC50 in µM; in the data active means inhibition mostly above about 52%, no sharp cut-off; inactive means mostly below about 76%; further: some results filed as inactive read as strong as hits
GPR35 antagonists: GPR35 antagonists blocking zaprinast-driven arrestin recruitment, primary screen, imaging, U2OS, beta-arrestin-GFP, zaprinast agonist (AID 2058); U2OS GPR35 beta-arrestin-GFP translocation imaging, zaprinast antagonism; higher % means a stronger effect; inhibition, % at 10 µM; hits with a dose series show IC50 in µM; 290,000 tested, 0.052% active;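 active means inhibition of at least 50% with at least 30 cells and total cytoplasm GFP at most 10,000,000; inconclusive means under 30 cells or total GFP of 10,000,000 plus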
Myeloid diff MLP: compounds promoting myeloid differentiation; ER-HoxA9 myeloid progenitors, lysozyme-GFP differentiation, flow cytometry; 360,000 tested, 1% active; calls only at 10 µM;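 active means normalized GFP-positive differentiation at or above the plate's own cutoff, the solvent-only control mean plus 3 SD; inconclusive means no clear call, values can overlap the other calls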;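 further: cells exposed to compound for four days before flow analysis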
GPR55 antagonists: GPR55 antagonists blocking LPI-driven arrestin recruitment, primary screen, imaging, U2OS, beta-arrestin-GFP, LPI agonist (AID 2013). inhibition, % at 10 µM, or IC50 in µM where a hit was titrated. 290,000 tested, 0.13% active. U2OS GPR55 beta-arrestin-GFP translocation imaging, LPI antagonism; higher % means a stronger effect;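 active means spots per cell inhibited over 60%, with over 100 cells counted and total cytoplasm intensity under 500,000; inconclusive means wells with under 100 cells, flagged as likely toxic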;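 further: U2OS cells stably carrying GPR55 and arrestin-GFP stimulated by 5 µM LPI near EC80; imaged beta-arrestin-GFP aggregate spots per cell after agonist stimulation; plate controls were LPI-stimulated DMSO wells for no effect and DMSO wells without LPI for full effect; some results filed as inactive read as strong as hits; confirmed hits need IC50 under 10 µM and bright autofluorescent wells are also inconclusive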
Myeloid diff MLP GFP+ MAC1+ %: further read-out of Myeloid diff MLP, marked with its call; GFP+ MAC1+ double positive, %; measured here: differentiation confirmed by MAC1 staining
* = called active by the depositor; i = inactive; ? = inconclusive; . = not tested or not shown; [ ] = dose if it differs, or a comment. Unless noted, no stated cut-off is given here; in the data, active means inhibition above about 50%; inactive means the rest. A portion of the library (hit frequency here may not be typical).

SMILES	KOR beta-arrestin-1	GPR55 beta-arrestin	KOR beta-arrestin-2	HEK293 NOD2/NF-kB	NOD1 inhibition	HIV peptide binding	GPR35 antagonists	Myeloid diff MLP	Myeloid diff MLP GFP+ MAC1+ %	GPR55 antagonists
Cc1cc(C)nc(Sc2nc(C)nc3c2oc2ccccc23)n1	29%	-0.3%	2.6%	14%	3%	-1.9%	3%	i	0.9	0%
O=C(CSc1nnc(-c2cccs2)n1-c1ccccc1)N1CCOCC1	25%	0.0%	-4.4%	4%	-18%	0.7%	5%	i	0.8	8%
Fc1cccc(Cl)c1CSc1ccc(-c2ccco2)nn1	-18%	-0.2%	6.8%	-36%	-24%	16%	-1%	i	1.5	1%
Cc1nnc(SCCOC(N)=O)n1C	16%	-0.1%	-3.6%	0%	-20%	1.1%	-5%	i	0.6	-5%
CCOC(=O)c1ccc(NC(=S)NC(=O)c2cncc(Br)c2)cc1	6%	-0.1%	-0.2%	18%	-4%	0.5%	-7%	i	0.3	-5%
Cc1ccc(-c2csc(NC(=O)/C=C/c3ccco3)c2C(=O)O)cc1	-53%[20 µM]	0.6%	1.4%	-61%	-39%	19%	-3%	i	0.2	2%
S=C(NCc1ccco1)N1CCN(C/C=C/c2ccccc2)CC1	0%	0.2%	-0.6%	5%	-9%	0.5%	1%	i	0.3	6%
O=[N+]([O-])c1cccc(NC(=S)Nc2nc(-c3ccccc3Cl)cs2)c1	14%	-0.1%	0.7%	-100%	88%*	-2.1%	-2%	i	0.3	8%
Cc1ccc(CN2CCN(/N=C/c3ccc(C(F)(F)F)cc3)CC2)c(C)c1	20%	0.1%	-2.7%	4%	9%	0.6%	12%	i	0.3	26%
Cc1cc(C(=O)Nc2nnc(C(F)(F)F)s2)cs1	7%	0.8%	2.0%	-22%	-8%	1.3%	-8%	i	0.8	-5%
O=C(O)CCCC(=O)N1CCN(c2nc(-c3ccccc3)c3ccccc3n2)CC1	10%	-0.1%	0.4%	0%	-19%	-1.0%	8%	i	1.7	1%
Cc1ccc(CNC(=O)CNS(=O)(=O)c2ccc3nc(C)sc3c2)cc1	32%	0.1%	8.8%	-3%	-20%	0.2%	3%	i	0.7	0%
NCCCn1cnc2ccccc21	27%	-0.4%	-1.2%	12%	-19%	2.2%	-6%	i	0.1	14%
COC(=O)/C(C#N)=C/c1c[nH]c2ccccc12	15%	-0.4%	-2.9%	-15%	-16%	0.8%	12%	i	0.4	-1%
Cc1ccc(C)c(S(=O)(=O)N2CCCOC2CNC(=O)C(=O)NCCc2ccccc2)c1 (centres undefined)	-1%	-0.1%	2.4%	5%	14%	0.9%	0%	i	0.4	8%
CCOC(=O)c1ccccc1NC(=O)c1cn(-c2ccc(OC)cc2)c(=O)c2ccccc12	2%	-0.3%	16%	13%	73%*	-0.6%	6%	i	0.2	3%
CCN(CC)Cc1c(O)ccc2occ(C(=O)c3ccccc3)c12	-32%	-0.1%	2.1%	-7%	-34%	1.0%	4%	i	0.4	-3%
CCCN1C(=O)/C(=c2\s/c(=C3\C=Cc4ccccc4N3CC)c(=O)n2-c2ccccc2)SC1=S	24%	-0.4%	-2.1%	11%	-12%	1.9%	2%	.	.	6%
FC(F)(Cl)c1nnc2ccc(Cl)nn12	3%	-0.1%	-3.9%	-21%	-46%	-0.5%	-8%	i	0.3	3%
Cc1nc2ccccn2c1C(=O)NNC(=O)Nc1cccc(C(F)(F)F)c1	-1%	0.3%	2.8%	-9%	18%	-0.4%	0%	?	.	-9%
CC(C)NC(=O)c1cc2c(s1)CCCC2	-3%	-0.4%	-1.6%	0%	8%	-2.5%	3%	i	0.8	11%
COc1cc(/C=N/NC(=O)c2ccccn2)ccc1OC(=O)c1ccccc1Br	-20%	-0.1%	1.8%	-11%	-35%	2.0%	-10%	?	.	24%
COc1ccc(-n2nc(C(=O)NCC(=O)NCc3cccc(F)c3)c3ccccc3c2=O)cc1Cl	-27%	-0.2%	-1.1%	0%	-19%	-0.4%	0%	i	1.6	-2%
O=C(/C=C/c1ccco1)N1CCCC(c2ccccc2)C1 (centres undefined)	-12%[20 µM]	-0.1%	-4.3%	-11%	-39%	27%	15%	i	0.5	-1%
O=C(c1ccc2c(c1)OCO2)N1CCC(Cc2ccccc2)CC1	-8%	0.2%	7.6%	9%	-10%	-2.6%	-10%	i	0.4	4%
S=C(Nc1ccc(Br)cc1)N1CCN(c2ccccn2)CC1	-20%[20 µM]	-0.3%	6.7%	29%	0%	-1.0%	3%	i	0.6	3%
CSc1nc(NNC=O)cc(Oc2ccc(NC(C)=O)cc2)n1	-28%[20 µM]	-0.2%	10%	-3%	-31%	1.3%	-2%	i	0.3	-19%
C/C(=N\NC(=S)Nc1cccc(C)c1)c1ccccc1	20%	0.0%	-0.8%	-32%	-17%	-3.2%	-3%	i	0.5	12%
Cc1cc(C)c(OCCCCCn2ccnc2)c(C)c1	-5%[20 µM]	0.3%	-4.5%	11%	-31%	-2.0%	-3%	i	0.3	8%
Nc1ncc(-c2ccc([N+](=O)[O-])cc2)cn1	11%	-0.4%	-2.7%	-17%	-10%	-1.0%	18%	i	0.8	15%
CCOc1cc(C(=O)Nc2cc3c(cc2N2CCOCC2)n(C)c(=O)n3C)cc(OCC)c1OCC	-18%	-0.2%	2.9%	12%	-23%	-0.5%	7%	i	3.1	4%
NC1=NC2(CCCCC2)N=C(Nc2ccc(F)cc2F)N1	-19%	-0.1%	11%	-9%	0%	-1.6%	-6%	i	1.9	4%
O=C(c1ccc(Cl)cc1)N1CCN(c2ccnc3cc(Cl)ccc23)CC1	-92%[20 µM]	-0.1%	2.3%	14%	46%	-0.4%	-21%	i	0.6	-15%
CCC(=O)N1CCN(c2ccc(NC(=O)c3ccc4ccccc4c3)cc2)CC1	-62%	1.6%	7.7%	-19%	37%	-0.3%	20%	i	0.5	0%
COc1ccc(NC(=O)c2ccc([N+](=O)[O-])cc2[N+](=O)[O-])c(OC)c1	3%	0.0%	-1.7%	16%	-31%	-2.0%	4%	i	0.4	3%
CCc1ccc(/C=C2\SC(=S)N(CCCC(=O)Nc3ccc(C(=O)O)cc3)C2=O)cc1	-18%	0.4%	3.3%	25%	-32%	61%	<0.5µM*	i	2.0	-2%
Cc1ccccc1CNCCCSc1ncccn1	-12%	-0.2%	0.4%	-6%	-48%	0.3%	6%	i	0.4	1%
CNc1nnc(-c2cc3cc(Cl)ccc3oc2=O)s1	1%	-0.1%	-10%	94%*	-27%	-0.9%	16%	i	0.9	8%
CCn1nc(C)c(CNC(=O)CCc2nnc(-c3ccc(C(C)=O)s3)o2)c1C	28%[20 µM]	0.2%	-8.1%	0%	-6%	1.3%	12%	i	0.3	7%
CCCN1C2CCCC1CC(NC(=O)c1ccccc1Br)C2 (centres undefined)	14%	-0.1%	0.1%	-14%	-12%	0.5%	2%	i	0.9	2%

Entries listed above shown as hits in HEK293 NOD2/NF-kB:
| smiles | KOR beta-arrestin-1 | KOR beta-arrestin-2 | HEK293 NOD2/NF-kB | NOD1 inhibition | HIV peptide binding | GPR35 antagonists | Myeloid diff MLP GFP+ MAC1+ % |
| --- | --- | --- | --- | --- | --- | --- | --- |
| CNc1nnc(-c2cc3cc(Cl)ccc3oc2=O)s1 | 1% | -10% | 94%* | -27% | -0.9% | 16% | 0.9 |

(cont.)
SMILES	KOR beta-arrestin-1	GPR55 beta-arrestin	KOR beta-arrestin-2	HEK293 NOD2/NF-kB	NOD1 inhibition	HIV peptide binding	GPR35 antagonists	Myeloid diff MLP	Myeloid diff MLP GFP+ MAC1+ %	GPR55 antagonists
Cc1cc(C)c2nc(-c3ccccn3)cc(C(=O)NCc3ccco3)c2c1	-34%	-0.1%	6.9%	14%	-16%	22%	-1%	i	0.7	5%
O=C(Nc1cccc(F)c1)N1CCC(n2c(=O)[nH]c3ccccc32)CC1	.	0.0%	.	23%	-3%	-0.6%	3%	i	0.8	-1%
O=[N+]([O-])c1cccc(-c2ccc(/C=N/Nc3nc(N4CCCCC4)nc(N4CCCCC4)n3)o2)c1	-49%	-0.5%	5.2%	-72%	34%*	-1.6%	-7%	i	0.1	13%
CCC1CCCCN1CCCNC(=O)c1ccc2nc(N3CCCCC3)sc2c1 (centres undefined)	-48%	-0.3%	-1.3%	-144%	-86%	-0.5%	4%	?	.	8%
CCN(CC)C(=O)N1CCN(S(=O)(=O)c2ccc(C)c(C)c2)CC1	-6%	-0.1%	-1.5%	0%	-5%	-0.3%	3%	i	1.4	7%
COC(=O)C(C)NS(=O)(=O)c1ccc(NC(C)=O)cc1 (centres undefined)	4%	0.0%	-0.4%	19%	-9%	-3.9%	6%	i	7.9	0%
COc1cc(OC)c(CN2CCCCCCC2)cc1Br	22%	-0.2%	-7.0%	2%	-3%	0.0%	4%	i	6.0	8%
COc1ccc(C2(NC(C)=O)CCN(C(=O)c3cccs3)CC2)cc1	-10%	0.0%	-3.9%	5%	-13%	-0.8%	-8%	i	0.8	2%
O=C(CCCC(=O)NNC(=O)Nc1ccccc1)NNC(=O)Nc1ccccc1	-12%[20 µM]	0.0%	-6.2%	-1%	-32%	-0.6%	8%	i	0.3	12%
O=C(c1cc(N2C(=O)C3C4CCC(C4)C3C2=O)ccc1Cl)N1CCN(c2ccc(F)cc2)CC1 (centres undefined)	-14%	-0.3%	1.1%	4%	3%	-2.3%	1%	i	0.7	2%
COc1ccccc1C(=O)OCC(=O)NC(C)CCc1ccccc1 (centres undefined)	10%	-0.1%	-3.9%	5%	-11%	-0.7%	-10%	i	0.4	1%
c1ccc(-c2noc(-c3ccc4c(c3)OCO4)n2)nc1	20%	0.0%	-4.6%	21%	65%*	-1.6%	3%	.	.	5%
Cc1noc(C)c1C(=O)N1CCN(Cc2ccccc2)CC1	20%	0.2%	-2.0%	16%	16%	1.0%	-11%	i	0.6	-4%
N#CCC(=O)Nc1ccc(C(=O)OCC(=O)N(Cc2ccccc2)C2CCS(=O)(=O)C2)cc1 (centres undefined)	-19%	-0.3%	-4.0%	8%	-39%	1.1%	-1%	i	0.2	3%
COc1ccc(OC)c(-n2c(=S)[nH]c3cc(C(=O)N4CCCCC4)ccc3c2=O)c1	7%	0.5%	-3.1%	10%	-42%	-1.6%	-9%	i	0.5	10%
O=S1(=O)CCOC[C@H](CC2CCCCC2)N1Cc1cccc(C(F)(F)F)c1	-13%[20 µM]	0.7%	-0.4%	5%	-7%	-0.1%	-5%	i	1.1	3%
C/C(=N\NC(=O)CCCNc1ccc(C)cc1)c1ccccn1	-34%	0.1%	-0.6%	11%	24%	1.5%	10%	i	1.2	2%
Cc1nn(C)c(C)c1S(=O)(=O)N1CCCC(C(=O)N2CCN(c3ccccc3)CC2)C1 (centres undefined)	2%	-0.2%	-1.0%	5%	-12%	0.3%	0%	i	3.8	3%
